AT treatment: candidate therapy for ataxia-telangiectasia; AID 485349; 320,000 compounds, 0.19% hits; Potency, µM (top dose mostly 57.5 µM), for the others: top-dose activation, hits mostly activators; […] A-T fibroblasts, KAP-1 phosphorylation AlphaLISA; neocarzinostatin DNA damage 30 min before lysis; also: potency is read from the fitted curve at half-maximal effect; % of control where 0% means no effect; nearly all actives have a fitted effect of over 45% in size
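ATM-like activity read as KAP-1 phosphorylation via AlphaLISA donor/acceptor antibody pairs after lysis and 6 hr at 25C. Cells were ATM-null patient fibroblasts ([…], hTERT), dosed 60 min, then exposed to the DSB inducer NCS for 30 min.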
MLL CXXC-DNA inh: MLL CXXC-DNA interaction inhibition; Q03164; 290,000 compounds, 0.037% hits; Potency, µM (highest dose often 115 µM), for inactives: top-dose activity change, negative = inhibition, hits mostly inhibitors; MLL-CXXC / FITC-HOXA9 DNA fluorescence polarization; active = well fitted inhibition curve with a large enough effect in the polarisation, with a control signal flat, not every such curve was filed as active; inconclusive = small, poorly fitted or top-dose-only effect, or effect the other way, or a change in a side signal; inactive = no such curve, though single readings can be large or run the other way; the % refers to the polarisation; also: potency is read from the fitted curve at half-maximal effect
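Fluorescence polarization: 7 uM MLL-CXXC (stock) preincubated 5 min with compounds, then 50 nM fluorescein-HOX-A9 DNA (stock) added; 30 min ambient. Buffer 50 mM Tris-HCl pH 7.5, 50 mM NaCl, 1 mM DTT, 0.05% BSA.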
ELG1 DNA repair: blocks ELG1-dependent DNA repair in HEK293T cells; HEK293T ELG1-luciferase reporter, luminescence, 16 h; DNA damage induced by 5-fluorouridine; Potency, µM (highest dose often 46.1 µM), inactives show at the highest dose activity change, negative = inhibition, hits mostly inhibitors; 330,000 compounds, 2.3% hits; also: potency is read from the fitted curve at half-maximal effect; % is scaled to controls: 0 for no effect and ±100 for the full control effect; nearly all actives have a fitted effect of over 55% in size
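Overnight (16 hr) co-exposure of 2,000 cells/well to 5-fluorouridine and compound at 37 °C preceded detection. Luciferase was quantified via ONE-Glo luminescence; loss of signal denotes inhibition.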
TCR act: activates T cell receptor signaling. primary human leukocytes, anti-CD3, IL-2 HTRF, 48 h. Potency, µM (highest dose often 9.22 µM), inactives show at the top dose activation of IL-2 secretion, usual class: activators. 330,000 tested, under 10 active; also: % of control where 0% means no effect
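IL-2 release read by HTRF sandwich (Eu cryptate donor, d2 acceptor, 665 nm emission) after 48 hr exposure of primary human leukocytes to compound together with anti-CD3 beads in the absence of co-stimulatory signals.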
PTAP TSG101 blk: blocks PTAP/TSG101 interaction to inhibit HIV-1 budding; 340,000 tested, under 10 active; Potency, µM (highest dose often 115 µM), for the others: at the top dose activity change, negative = inhibition, usual class: inhibitors; AID 493005; Fluorescence polarization, FITC-PTAP peptide / Tsg101 binding; Q99816; active = well fitted inhibition curve with a large enough effect in the main read-out, with a control signal flat, not every such curve was filed as active; inconclusive = small, poorly fitted or top-dose-only effect, or effect the other way, or a change in a side signal; inactive = no such curve, though single readings can be large or run the other way; also: potency is read from the fitted curve at half-maximal effect; % of control where 0% means no effect
Target sequence (Q99816 whole entry, looked up): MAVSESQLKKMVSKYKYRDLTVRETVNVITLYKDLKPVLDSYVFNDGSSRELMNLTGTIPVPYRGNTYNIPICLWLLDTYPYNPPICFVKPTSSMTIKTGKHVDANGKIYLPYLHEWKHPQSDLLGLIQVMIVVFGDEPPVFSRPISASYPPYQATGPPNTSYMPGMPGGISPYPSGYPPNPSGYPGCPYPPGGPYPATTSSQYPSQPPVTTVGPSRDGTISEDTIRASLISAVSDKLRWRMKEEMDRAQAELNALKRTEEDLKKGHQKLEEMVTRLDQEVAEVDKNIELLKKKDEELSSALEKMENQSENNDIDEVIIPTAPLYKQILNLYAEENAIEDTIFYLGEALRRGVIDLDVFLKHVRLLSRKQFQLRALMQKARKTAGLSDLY
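Fluorescence anisotropy tracks displacement of a FITC-tagged PTAP peptide (50 nM) from the Tsg101 binding domain (10 uM), following a 20 min room-temperature incubation at pH 7.5.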
Integrin act MD: activates integrin-mediated alleviation for muscular dystrophy; alpha7betagal myoblasts, beta-gal FDG fluorescence, 48 h; Potency, µM (titrated, usually from 38.3 µM), for the others: at the top dose activation, usual class: activators; 350,000 compounds, 0.064% hits;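 also: potency is read from the fitted curve at half-maximal effect; 100% = response of the positive control SU9516; nearly all actives have a fitted effect of over 60% in size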
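Alpha7betagal+/- myoblasts (passage 13) were plated 16-24 hr, then exposed to compounds (1:260 dilution of DMSO stock) for 48 hours at 37C. After MPER lysis, β-galactosidase reporter activity was read as FDG fluorescence (ex 480/em 540) after 30 minutes.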
TRPV1 agonist: activates the human vanilloid receptor TRPV1. Q8NER1. TRPV1-expressing cells, Fluo-8 calcium influx, agonist mode. activation, % at 8.33 µM. 320,000 compounds, 0.19% hits; in the data active = activation above about 80%; inconclusive = between about 30% and that limit; also: 0% is about no effect
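Cells expressing TRPV1 were dye-loaded with Fluo-8 and read kinetically: 10 s baseline, 3 min after compound (agonist portion), then 2 min after EC20 capsaicin (allosteric enhancer portion). Calcium-bound dye fluorescence at 480/520 nm.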
p53 reactivation: mutant p53 re-activation in reporter cells; Potency, µM (top dose mostly 92.2 µM), for the others: at the highest dose activity change, positive = activation, hits mostly activators; 320,000 compounds, 0.063% hits; AID 504706; H1299 p53-A138V BP100-luciferase reporter, luminescence, 24 h; also: potency is read from the fitted curve at half-maximal effect; % of control where 0% means no effect; nearly all actives have a fitted effect of over 45% in size
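p53-null H1299 cells stably carrying temperature-sensitive p53-A138V and a BP100-luciferase reporter were pinned with compounds (4-point, 1:5 series) and held 24 hrs at 37 deg C. Luminescence was read 10 min after detection reagent.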
BRCA1 expr act: BRCA1 expression activation | MCF7-BRCA1-FFLuc reporter, luminescence, 48 h; response scale: scaled: vehicle 0%, 10 µM genistein 100% | Potency, µM (top dose mostly 46.1 µM), for inactives: top-dose activation, actives largely listed as activators | 380,000 compounds, 1.1% hits | AID 624202; also: potency is read from the fitted curve at half-maximal effect; nearly all actives have a fitted effect of over 80% in size; some results filed as inactive show a strong effect at the top dose
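Activators of BRCA1 expression were detected as increased firefly luciferase luminescence in engineered MCF7 cells after 48 h compound incubation. Signals were scaled to genistein 10 microM as full activation.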
B2AR arrestin: beta2AR (human) beta-arrestin recruitment activity; P07550; beta-arrestin recruitment to beta2AR, cell-based reporter; Potency, µM (highest dose often 46.1 µM), for inactives: at the top dose activation, actives largely listed as activators; 330,000 compounds, 0.02% hits; AID 492947;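 also: potency is read from the fitted curve at half-maximal effect; 0% = DMSO controls and full agonism = EC100 isoproterenol or metaproterenol; nearly all actives have a fitted effect of over 65% in size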
Target sequence (P07550 whole entry, looked up): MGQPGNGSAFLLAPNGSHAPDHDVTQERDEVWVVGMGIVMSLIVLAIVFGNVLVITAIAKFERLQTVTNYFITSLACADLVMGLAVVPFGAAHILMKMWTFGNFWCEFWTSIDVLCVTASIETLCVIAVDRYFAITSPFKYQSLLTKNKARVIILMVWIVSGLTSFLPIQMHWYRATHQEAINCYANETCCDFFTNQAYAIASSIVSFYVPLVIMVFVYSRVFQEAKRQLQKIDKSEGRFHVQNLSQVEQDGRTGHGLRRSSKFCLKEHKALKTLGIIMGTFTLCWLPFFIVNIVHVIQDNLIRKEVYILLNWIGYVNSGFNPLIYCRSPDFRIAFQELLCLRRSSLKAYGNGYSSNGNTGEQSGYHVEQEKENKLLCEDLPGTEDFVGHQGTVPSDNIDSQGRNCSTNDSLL
* = called active by the depositor; u = inconclusive; x = not tested or not shown; [ ] = remark or other dose. Unless noted, calls follow the shape of the dose curve; as a rule, active = well fitted curve in the direction sought with a large enough effect; inconclusive = small, poorly fitted or top-dose-only effect, or another doubt; inactive = no such curve, though single readings can be large; an effect the other way counts as inactive or inconclusive.

SMILES	AT treatment	MLL CXXC-DNA inh	ELG1 DNA repair	TCR act	PTAP TSG101 blk	Integrin act MD	TRPV1 agonist	p53 reactivation	BRCA1 expr act	B2AR arrestin
CC(=O)NC(Cc1ccc(C(C)C)cc1)C(=O)NC1CCN(C(=O)c2cccc(C)c2)CC1 (configuration not stated)	5.0%[11.5 µM]	3.3%	-14.7%	-2.5%	-3.7%	33.7%	-0.1	0.2%	1.8%	-0.9%
CC(C)(C)OC(=O)N1CCC[C@H]1c1nnc(SCC(=O)Nc2ccc(Br)cc2)o1	-0.1%	u	1.7%	-0.9%	-2.9%	1.5%	-2.0	2.2%	0.0%	-1.0%
CC1CC(C)CN(C(=O)CNS(=O)(=O)c2cccs2)C1 (configuration not stated)	-1.1%	-1.8%	0.0%	-0.9%	-3.0%	u	2.3	2.1%	-8.1%	0.2%
CCCCCCC(O)(c1ccccc1)C(CN1CCOCC1)c1ccccc1 (configuration not stated)	-5.1%	5.5%	-12.4%	-4.0%	-4.1%	-49.5%[inhibitor]	24.7	-1.3%	-44.1%	-0.3%
Cc1ccn(CCNC(=O)C2CCC(=O)N(Cc3ccc(Cl)cc3)C2)n1 (configuration not stated)	1.6%	-11.3%	20.0%	0.6%	x	15.0%	-4.3	-13.6%	6.8%	0.1%
COc1ccc(C2=NS(=O)(=O)N(C)C(C(=O)NCc3ccccn3)=C2)cc1	-6.7%	0.1%	-0.2%	3.4%	0.2%	25.8%	1.0	10.2%	4.1%	0.1%
CC(CN1C(C)CCCC1C)OC(=O)c1cccc(Br)c1 (configuration not stated)	-9.8%	2.2%	-1.0%	4.0%	1.1%	8.1%	7.6	7.4%	-9.0%	0.2%
COc1cccc(OC)c1C(=O)Nc1nc2ccc(S(C)(=O)=O)cc2s1	-0.9%	4.9%	-10.7%	-5.2%	-1.9%	2.5%	-0.3	-4.1%	-42.1%	-0.3%
Cc1ccc(N2CC(NC(=O)C3CC3)CC2=O)cc1 (configuration not stated)	-4.0%	x	17.3%	-0.2%	-4.5%	-10.2%	0.9	-4.2%	7.8%	-0.3%
FC(F)(F)c1ccc(Cl)c(NC(=S)N/N=C/c2ccccc2Cl)c1	-8.6%	5.0%	-0.2%	1.8%	-2.3%	-46.7%[inhibitor]	2.7	-0.5%	-47.2%	-0.1%
CCCC(=O)NCc1ccc2c(c1)cc(C)n2C	-3.9%	-2.4%	17.8%	-2.8%	-5.4%	-3.1%	1.2	11.1%	14.3%	0.1%
CN(Cc1ncc[nH]1)C(=O)CC1C(=O)NCCN1Cc1c(F)cccc1Cl (configuration not stated)	-7.9%	-2.5%	5.0%	0.4%	-1.2%	9.5%	-4.1	8.0%	18.1%	0.0%
Cc1cc(C)c2c(-n3cccc3)c(C(=O)NNS(=O)(=O)c3ccc(Cl)cc3)sc2n1	4.0%	-24.4%	10.9%	1.9%	2.4%	9.2%	x	1.9%	1.4%	0.0%
CCn1c(=O)c(C(=O)CN2CCc3ccccc32)c(N)n(Cc2ccccc2)c1=O	-1.6%	12.1%	u	-4.3%[46.1 µM]	-4.3%	16.2%	-7.1	10.8%	-3.4%	0.0%
Cc1oc(-c2ccccc2Cl)nc1CS(=O)CC(=O)NC1CC1 (configuration not stated)	-14.3%	-19.4%	3.7%	-9.2%	3.5%	-29.5%	0.6	2.9%	-8.2%	0.1%
CC(=O)N1CCN(C(=O)COc2ccc(N(C)S(=O)(=O)c3cccs3)cc2)CC1	3.7%	14.6%	4.0%	2.9%	0.8%	0.0%	-3.1	-2.4%	-5.8%	-0.2%
CC[n+]1ccc2cc(OC)c(OC)cc2c1Cc1ccc(OC)c(OC)c1	-0.3%	-6.2%	4.8%	3.9%	-1.4%	-7.5%	2.6	-0.6%	-10.1%	0.0%
CC(NC(=O)CCSc1nc(-c2ccc3c(c2)OCO3)cc(C(F)(F)F)n1)c1ccccc1 (configuration not stated)	1.4%	1.5%	u	7.8%	-11.5%	18.0%	u	11.8%	-56.7%	-0.6%
CCc1ccc(Nc2nnc(SCC(=O)Nc3ccc(C(=O)O)cc3)s2)cc1	3.3%	-5.7%	u	6.1%	-3.0%	18.3%	10.7	0.2%	-3.6%	0.0%
O=c1c2ccccc2c(C=NCCCN2CCOCC2)c(O)n1Cc1ccc2c(c1)OCO2	0.3%	-2.8%	-17.3%	4.2%	-3.2%	-3.3%	10.1	-2.7%	5.3%	0.1%
CCc1cccc(NS(=O)(=O)c2csc(C(N)=O)c2)c1	22.7%	4.4%	-1.8%	-1.6%	0.2%	-0.7%	-1.0	-1.3%	-33.9%	-0.8%
CCNC(=S)N(Cc1ccc2c(c1)OCO2)C1CC(=O)N(c2ccc(F)cc2)C1=O (configuration not stated)	1.4%	0.4%	-5.5%	-0.7%	-4.6%	-32.6%	5.2	-14.4%	-40.8%	-0.2%
COC(=O)CC1C(=O)NCCN1C(=S)NC(=O)c1ccccc1[N+](=O)[O-] (configuration not stated)	-6.2%	-3.5%	18.7%	1.5%[46.1 µM]	0.2%	-11.7%	0.8	u	-2.8%	-0.2%
CC12CCC(C(=O)Nc3cccc(Cl)c3Cl)([C@H](Br)C1=O)C2(C)C (some centres not stated)	-7.7%	5.3%	u	-0.2%	-2.0%	-39.2%[inhibitor]	3.2	-0.9%	-11.4%	-0.4%
CCC(C)Oc1cc(-c2ccnc(Nc3cccc(Cl)c3)n2)ccn1 (configuration not stated)	12.9%	6.0%	u	4.9%	1.4%	6.5%	u	u	-73.7%	-0.3%
COc1cc(-c2nnc(SCC(=O)c3ccccc3)o2)cc(OC)c1OC	4.7%	3.3%	u	-0.2%	-4.5%	0.9%	u	-16.9%	-0.8%	-0.1%
N#CCC(=O)N/N=C/c1c2ccccc2cc2ccccc12	-3.8%	-4.0%	-7.3%	6.0%	-9.4%	-35.5%	-6.9	-0.5%	11.5%	-1.1%
CC1(C)NC(=O)N(CCCCOc2ccc(Cl)cc2)C1=O	-0.5%	-1.1%	8.4%	5.8%	-2.1%	15.4%	u	-2.0%	1.7%	0.1%
O=C(CC(=O)Nc1cccnc1)Nc1cccnc1	9.8%	6.7%	4.9%	7.1%	-0.5%	33.0%	10.5	5.9%	2.0%	-0.2%
O=C(CNc1cccc(C(F)(F)F)c1)Nc1cccc(S(=O)(=O)N2CCCC2)c1	1.9%	x	u	0.7%	-6.8%	-40.7%	2.6	-0.4%	-28.4%	3.5%
COc1ccccc1NC(=O)c1nnn(CC(=O)Nc2cccc(SC)c2)c1N	x	43.6%[activator]	u	7.2%	-4.5%	-24.1%	-4.4	u	3.0%	0.0%
CCOC(=O)C1CCN(S(=O)(=O)c2ccc(OC)c(C(=O)N3CCCCC3)c2)CC1	-4.7%	0.6%	-2.2%	2.4%	-0.7%	-17.4%	1.4	-4.8%	-2.1%	-0.3%
COc1ccc(-c2cc(C(=O)N(C)Cc3nc4ccccc4c(=O)[nH]3)c3ccccc3n2)cc1OC	8.5%	x	2.31µM*	-3.9%[46.1 µM]	0.5%	-24.0%	x	-4.2%	-49.7%	-0.2%
Cc1ccc(S(=O)(=O)Nc2ccccc2F)cc1C(=O)NCc1ccco1	3.4%	x	1.9%	-1.3%	0.2%	2.7%	-0.8	13.8%	2.9%	0.4%
CNC(=O)CCCCC(=O)N/N=C/c1ccc(Cl)cc1Cl	-2.3%	2.2%	12.6%	2.8%	-0.4%	11.5%	23.7	-0.5%	-0.9%	-1.2%
COc1ccc(OC)c(CCNC(=O)Cn2cccc2C(=O)c2ccccc2C)c1	-3.7%	-0.2%	u	2.8%	-0.8%	-14.9%	6.7	-1.7%	-19.5%	0.1%
COCCOc1cc(N(CC(=O)N(C)C)S(=O)(=O)c2ccccc2)c(Cl)cc1Cl	8.8%	-14.9%	0.1%	8.1%	-5.2%	1.7%	u	-2.6%	-24.4%	-0.5%
O=[N+]([O-])c1ccc2c(c1N1CCCCC1)=NC1(CCCCC1)[N+]=2[O-]	-10.8%	-4.4%	0.0%	2.0%	-5.4%	-6.5%	0.2	1.1%	-6.8%	-0.3%
Cc1cccc(NC(=O)c2cc(NC(=O)C3CCCCC3C(=O)O)ccc2N2CCCCC2)c1 (configuration not stated)	x	8.2%	-4.3%	-1.0%[46.1 µM]	-0.1%	-10.8%	1.9	-7.2%	-42.2%	-0.5%

Part of the list above, reformatted:
Under each structure – AT treatment | MLL CXXC-DNA inh | ELG1 DNA repair | TCR act | PTAP TSG101 blk | Integrin act MD | TRPV1 agonist | p53 reactivation | BRCA1 expr act | B2AR arrestin
CC(=O)N1CCN(C(=O)COc2ccc(N(C)S(=O)(=O)c3cccs3)cc2)CC1
    3.7% | 14.6% | 4.0% | 2.9% | 0.8% | 0.0% | -3.1 | -2.4% | -5.8% | -0.2%
CC[n+]1ccc2cc(OC)c(OC)cc2c1Cc1ccc(OC)c(OC)c1
    -0.3% | -6.2% | 4.8% | 3.9% | -1.4% | -7.5% | 2.6 | -0.6% | -10.1% | 0.0%
